# Screening results (PubChem BioAssay)
# HT1080-NT tox: kills 2HG-producing HT-1080-NT fibrosarcoma cells; HT-1080-NT fibrosarcoma viability, CellTiter-Glo ATP luminescence, 48 h; Potency, µM (doses to about 46.1 µM), for the others: top-dose activity, negative = less viability, usual class: cytotoxic; 360,000 compounds, 1.6% hits; AID 686970;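 also: NT is the 2HG producing partner of a matched IDH1 knockdown line; potency is read from the fitted curve at half-maximal effect; 0% = DMSO-treated cells and -100% = media-only wells without cells; nearly all actives have a fitted effect of over 55% in size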
#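 750 cells/well, RPMI + 5% FBS; 2 h settle, compound pin-transfer, 48 h at 37 degrees C. CellTiter-Glo 10 min RT, luminescence. Normalized to DMSO and media-only wells.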
# KB-V1 MDR tox: kills drug-selected multidrug resistant KB-V1 cells | 400,000 compounds, 3.4% hits | Potency, µM (doses to about 46.1 µM), for inactives: top-dose activity change, negative = cytotoxicity, hits mostly cytotoxic | KB-V1 MDR cells viability, CellTiter-Glo, 72 h; also: potency is read from the fitted curve at half-maximal effect; % is scaled to controls: 0 for no effect and ±100 for the full control effect; nearly all actives have a fitted effect of over 60% in size
#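 Readout: CellTiter-Glo luminescence, 10 min after addition. Cells: KB-V1 MDR subline, 72 h at 37 degrees C with compound. Analysis: corrected, normalized data fitted to concentration-effect curves.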
# HT1080 IDH1KD tx: toxicity to HT-1080 IDH1 knockdown cells (counter line). HT-1080 IDH1 knockdown viability, ATP luminescence, 48 h. Potency, µM (top dose mostly 46.1 µM), for the others: top-dose activity, negative = toxicity, usual class: cytotoxic. 360,000 compounds, 2% hits;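 also: potency is read from the fitted curve at half-maximal effect; 0% = DMSO wells and -100% = cell-free medium wells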
#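 Assay cells: HT-1080 with IDH1 knockdown, 750 per well, RPMI/5% FBS. Exposure: 48 h at 37 °C following 2 h pre-incubation. Read: CellTiter-Glo luminescence; fitted concentration-response, curve class assigned.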
# SW480 rereplic: inducers of DNA re-replication in SW480 colon cancer cells; SW480 DNA re-replication, Hoechst DNA content imaging, 48 h; AID 624297; Potency, µM (doses to about 46.1 µM), for the others: at the highest dose re-replication activation, usual class: activators; 340,000 compounds, 1.8% hits; also: potency is read from the fitted curve at half-maximal effect; % of control where 0% means no effect; nearly all actives have a fitted effect of over 55% in size
#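 Hoechst fluorescence of nuclei (405 nm excitation, 500-530 nm emission) measured by plate-scanning imager after 48 hr compound exposure at 37 C; re-replication scored as increased number of nuclei with elevated intensity.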
# IL1B secr inh: blocks inflammasome-driven IL-1 beta release. THP-1 LPS/ATP IL-1B secretion, AlphaLISA, 16 h; stronger effect = lower value. activity change, % at 57.5 µM. 360,000 compounds, 4.7% hits. AID 743279; in the data active = activity change below about -50%; inconclusive = mostly about -30% to -49%; also: % is scaled to controls: 0 for no effect and ±100 for the full control effect
#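 THP-1 cells pretreated 1 hr with compounds (up to 57.5 uM final), then stimulated with LPS (250 ng/mL final) plus ATP (1.25 mM final); secreted IL-1B measured by AlphaLISA after 16 hr, decreased signal indicating inhibition.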
# KB-3-1 cytotox: kills parental KB-3-1 adenocarcinoma cells. KB-3-1 viability, CellTiter-Glo ATP luminescence, 72 h. Potency, µM (highest dose often 46.1 µM), for the others: at the highest dose activity change, negative = cytotoxic, actives largely listed as cytotoxic. 400,000 compounds, 1.4% hits. AID 1347075; also: potency is read from the fitted curve at half-maximal effect; % is scaled to controls: 0 for no effect and ±100 for the full control effect; nearly all actives have a fitted effect of over 60% in size
#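 Cytotoxicity in the drug-sensitive parental line KB-3-1 was scored as loss of CellTiter-Glo luminescence following 72 h incubation with compound. Values come from curve fitting of normalized concentration-response data.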
# ATXN viability: viability counter-screen for ATXN expression inhibitors. S2 cells (HEK-293 line with an ATXN2-luciferase reporter) viability, CellTiter-Fluor protease fluorescence, 24 h. 400,000 compounds, 0.49% hits. AID 651635. Potency, µM (highest dose often 56.7 µM), actives largely listed as cytotoxic; also: potency is read from the fitted curve at half-maximal effect; nearly all actives have a fitted effect of over 40% in size
# ATXN2 expr inh: inhibitors of ATXN2 expression | 360,000 compounds, 0.72% hits | HEK-293 ATXN2-luciferase reporter, luminescence, 24 h | Potency, µM (doses to about 57 µM), for inactives: top-dose activity change, negative = inhibition, actives largely listed as inhibitors; also: potency is read from the fitted curve at half-maximal effect; % is scaled to controls: 0 for no effect and ±100 for the full control effect; nearly all actives have a fitted effect of over 55% in size
#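 qHTS (up to 57 uM final) was run with 24 h compound exposure of reporter cells at 37 °C. Each well was multiplexed: SteadyGlo luminescence measured ATXN2-luciferase expression after a fluorogenic Gly-Phe-AFC viability readout (25 uM final).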
# MCF10A rerep: induces DNA re-replication in MCF 10a normal breast cells; MCF 10A DNA re-replication, Hoechst nuclear intensity, 48 h; Potency, µM (series often up to 46.1 µM), inactives show at the top dose activity, positive = re-replication, hits mostly activators; 350,000 compounds, 2.9% hits; AID 624296; also: potency is read from the fitted curve at half-maximal effect; % of control where 0% means no effect; nearly all actives have a fitted effect of over 50% in size
# Numbers without * were called inactive; i = inactive; ? = inconclusive; . = not tested or not shown; & = joins results of further samples; [ ] = another dose, or the depositor's remark. Unless noted, calls follow the shape of the dose curve; as a rule, active = well fitted curve in the direction sought with a large enough effect; inconclusive = small, poorly fitted or top-dose-only effect, or another doubt; inactive = no such curve, though single readings can be large; an effect the other way counts as inactive or inconclusive.
SMILES,HT1080-NT tox,KB-V1 MDR tox,HT1080 IDH1KD tx,SW480 rereplic,IL1B secr inh,KB-3-1 cytotox,ATXN viability,ATXN2 expr inh,MCF10A rerep
C=CCN1C(=O)CSc2ccc(C(=O)NCc3ccco3)cc21,4%,0%,0%,-3%,9,2%,?,-1%,10%
Cc1cc(C(=O)NC2CC(C)(C)Cc3c2cnn3-c2cccc(F)c2)n(C)n1 (stereo not given),-9%,.,-13%,12%,-8,.,i,1%,-3%
CCOc1ccc(NC(=O)CN(C)C(=O)CSCc2cccc(C)c2)cc1OCC,3%,-13%,1%,-1%,-1,24%,i,-7%,4%
COc1ccc(OC)c(NC(=O)CSc2nnnn2-c2ccc3c(c2)OCO3)c1,?,?,0%,1%,13,?,i,8.9µM*,?
CCOc1ccccc1C(=O)NCCCCNC(=O)c1ccccc1OCC,-3%,-9%,-3%,-4%,5,-4%,i,-12%,12%
CCc1nc2oc3ccccc3c(=O)c2c(=O)n1Cc1ccc(OC)cc1,-4%,-17%,-28%,0%,-7,-8%,i,-9%,0%
O=C(CSc1nc(=O)n(Cc2ccco2)c2c1CCC2)NCc1ccc(Cl)cc1,.,16%,.,.,.,?,i,-7%,.
NS(=O)(=O)c1ccc(NC(=O)c2ccc(F)cc2F)c(NC(=O)c2ccc(F)cc2F)c1,4%,16%,0%,-1%,-13,14%,i,4%,-5%
Nc1c(Cl)cc(C2=NCCn3nc4cc(C(F)(F)F)ccc4c32)cc1Cl,-17%,-26%,-18%,15%,?,?,?,?,?
O=C(NCc1ccc2c(c1)OCO2)C(=S)N1CCOCC1,1%,2%,8%,-19%[1.84 µM],19,10%,i,17%,2%
Cc1ccc(CN2CCN(Cc3nc4ccccc4nc3C)CC2CCO)cc1 (stereo not given),3%,1%,-2%,2%,0,-6%,i,8%,0%
Cc1cc(C)c(NC(=O)CSc2nc3ccncc3[nH]2)c(C)c1,8%,30%&-4%,-2%,-9%,-69*,-3%&-14%,i,9%&4%,16%
CCCc1[nH]nc2c1C(c1ccc(O)cc1OCC)C(C#N)=C(N)O2 (stereo not given),-8%,?,-15%,-5%,-76*,0%,i,-22%,3%
Brc1cc(Cc2nnc(-c3ccccc3)o2)c(Br)s1,4%,7%,-4%,5%,-10,11%,i,18%,?
O=[N+]([O-])/C(Cl)=C(/NCCO)C(Cl)=C(Cl)Cl,-2%,?,0%,-2%,24,25%,i,-16%,2%
O=c1c(-c2ccccc2)coc2cc(O)ccc12,-2%,6%,0%,-2%,-13,0%,i,50%[activator],-14%
O=Cc1cn(CCOc2ccc(F)cc2)c2ccccc12,6%,?,-4%,.,-5,0%,i,.,.
Cc1cc(CC(C)C)n(-c2nc3ccccc3c(=O)n2OCc2ccccc2)n1,-13%,9.2µM*,-14%,4%,-12,?,i,4%,27%
C#CCOCCOCCOCCNc1nc(N2CCN(C(=O)[C@H]([C@@H](C)CC)n3cc([C@@H](N)Cc4ccc(O)cc4)nn3)CC2)nc(N2CCN(C(=O)[C@H](Cc3ccc(O)cc3)n3cc([C@@H](N)C(C)CC)nn3)CC2)n1 (stereo not given in full),5%,1%,7%,-1%,-5,10%,i,0%,-13%
O=c1cc(N2CCCCC2)c(-c2ccccc2)nn1Cc1cccc(Cl)c1,0%,-3%,10%,6%,-15,1%,i,0%,21µM*
CN(C(=O)COC(=O)c1ccc2[nH]c3c(c2c1)CCCC3)C1CCS(=O)(=O)C1 (stereo not given),0%,5%,2%,-1%,-10,8%,i,-8%,0%
CCN(C(=O)c1cc2c(=O)oc3ccccc3c2s1)c1cccc(C(F)(F)F)c1,.,-24%,.,.,.,4%,i,9%,.
Cc1n[nH]c(C)c1S(=O)(=O)Nc1ccc2c(c1)OCCO2,4%,0%,10%,-6%,-19,-3%,i,30%,-1%
[NH-]c1ncnc2c1N=C[N+]2=CC=CCO,0%,0%,-2%,-21%,10,0%,?,.,-1%
Cc1ccc(C)c(NC(=S)NC(C)C(c2ccccc2)N2CCN(C)CC2)c1 (stereo not given),-26%,?,-19%,-3%,-62*,-3%,i,-8%,11%
CCCNC(=O)C1(C)CCN(C(=O)COc2ccc(C(C)(C)C)cc2)C1 (stereo not given),-2%,0%,9%,.,0,0%,?,13%,.
O=[N+]([O-])c1ccc(NC(=S)NCc2ccncc2)cc1,-21%,?,-6%,-10%,12,-23%,i,-36%,6%
COc1ccc(C(C)NC(=O)Cc2ccc(Br)cc2)cc1 (stereo not given),-14%,-1%,2%,?,-1,-18%,i,3%,-2%
CCOC(=O)c1sc(NC(=O)CCCCCN2C(=O)c3cccc4cccc(c34)C2=O)nc1C,10%,-13%,8%,-5%,13,8%,?,?,1%
COc1ccc(NC(=O)CSc2ncnc3c2nnn3-c2ccc(F)cc2)c(OC)c1,12%,10%,14%,-16%[1.84 µM],2,3%,i,5%,-22%
O=C(CNc1ccccc1)N/N=C/c1ccc([N+](=O)[O-])cc1,2%,-2%,9%,-1%,-18,-5%,i,3%,7%
COc1cccc2c(=O)n(CC(=O)Nc3ccc(F)cc3F)ccc12,1%,0%,5%,0%,-12,22%,i,9%,5%
O=C1NC[C@H](c2ccccc2)N(CCC23CC4CC(CC(C4)C2)C3)C1=O,-8%,-25%,-11%,-4%,21,0%,i,13%,11%
CCCc1cc(=O)[nH]c(SCC(=O)Nc2ccc3ccccc3c2)n1,-2%[9.24 µM],-4%,0%,9%,98,-7%,i,-2%,0%
COc1ccc(S(=O)(=O)N2CCN(C(=O)c3ccco3)CC2)cc1OC,6%,1%,-5%,2%,6,-2%,i,12%,-18%
CC(Nc1ccc(Br)cn1)c1cc(Cl)ccc1O (stereo not given),?,-8%,?,7%,-1,1%,i,-5%,21%

# 13 compounds already listed, ordered by formula weight, low to high:
SMILES,HT1080-NT tox,KB-V1 MDR tox,HT1080 IDH1KD tx,SW480 rereplic,IL1B secr inh,KB-3-1 cytotox,ATXN viability,ATXN2 expr inh,MCF10A rerep
O=[N+]([O-])c1ccc(NC(=S)NCc2ccncc2)cc1,-21%,?,-6%,-10%,12,-23%,i,-36%,6%
O=C(CNc1ccccc1)N/N=C/c1ccc([N+](=O)[O-])cc1,2%,-2%,9%,-1%,-18,-5%,i,3%,7%
CC(Nc1ccc(Br)cn1)c1cc(Cl)ccc1O (stereo not given),?,-8%,?,7%,-1,1%,i,-5%,21%
COc1cccc2c(=O)n(CC(=O)Nc3ccc(F)cc3F)ccc12,1%,0%,5%,0%,-12,22%,i,9%,5%
COc1ccc(C(C)NC(=O)Cc2ccc(Br)cc2)cc1 (stereo not given),-14%,-1%,2%,?,-1,-18%,i,3%,-2%
O=C1NC[C@H](c2ccccc2)N(CCC23CC4CC(CC(C4)C2)C3)C1=O,-8%,-25%,-11%,-4%,21,0%,i,13%,11%
CCCc1cc(=O)[nH]c(SCC(=O)Nc2ccc3ccccc3c2)n1,-2%[9.24 µM],-4%,0%,9%,98,-7%,i,-2%,0%
COc1ccc(S(=O)(=O)N2CCN(C(=O)c3ccco3)CC2)cc1OC,6%,1%,-5%,2%,6,-2%,i,12%,-18%
Cc1ccc(C)c(NC(=S)NC(C)C(c2ccccc2)N2CCN(C)CC2)c1 (stereo not given),-26%,?,-19%,-3%,-62*,-3%,i,-8%,11%
CN(C(=O)COC(=O)c1ccc2[nH]c3c(c2c1)CCCC3)C1CCS(=O)(=O)C1 (stereo not given),0%,5%,2%,-1%,-10,8%,i,-8%,0%
CCN(C(=O)c1cc2c(=O)oc3ccccc3c2s1)c1cccc(C(F)(F)F)c1,.,-24%,.,.,.,4%,i,9%,.
COc1ccc(NC(=O)CSc2ncnc3c2nnn3-c2ccc(F)cc2)c(OC)c1,12%,10%,14%,-16%[1.84 µM],2,3%,i,5%,-22%
CCOC(=O)c1sc(NC(=O)CCCCCN2C(=O)c3cccc4cccc(c34)C2=O)nc1C,10%,-13%,8%,-5%,13,8%,?,?,1%

# The listing continues.
SMILES,HT1080-NT tox,KB-V1 MDR tox,HT1080 IDH1KD tx,SW480 rereplic,IL1B secr inh,KB-3-1 cytotox,ATXN viability,ATXN2 expr inh,MCF10A rerep
CN(Cc1ccccc1)S(=O)(=O)c1ccc(N2CCOCC2)nc1,-1%,?,6%,-24%,.,-9%,.,-10%,?
COc1cc2c(c(OCC(=O)NC(C)C)c1)C(=O)O[C@@H](C)CCCC(=O)CCCCC2,-3%,?,-3%,-12%,?,5%,i,-2%,0%
O=C(Cn1nnc(-c2ccc(Cl)cc2)n1)NC1CCS(=O)(=O)C1 (stereo not given),19%,?,0%,?,21,19%,i,6%,4%
Cc1ccccc1C(=O)NC1CC2CCCC(C1)N2C(=O)Nc1ccccc1 (stereo not given),7%,14%,1%,-11%,-4,26%,i,-1%,-14%
Cc1sc2nc(C)n(/N=C/c3ccccc3O)c(=O)c2c1C,7%[9.24 µM],5%,5%,-9%,-26,0%,i,-12%,7%
CC(NC(=O)Cc1ccccc1)c1ccc(F)cc1 (stereo not given),10%,10%,25%,0%,0,-4%,i,-5%,0%
COc1ccc(CC(=O)OCC(=O)NNC(=O)c2ccccc2)cc1,-8%[9.24 µM],-1%,-6%,?,0,-10%,i,4%,?
O=C(NC1CCCC1)C1CCCN1C(=O)Oc1ccccc1 (stereo not given),2%,-1%,1%,2%,-3,1%,i,2%,11%
CCc1nnc(NC(=O)C2(C)COC(c3ccc(OC)cc3)OC2)s1 (stereo not given),9%,?,11%,-3%,-5,8%,i,-5%,?
